Pf gamet viab: inhibitors of late stage P. falciparum gametocyte viability; 0.065% of 150,000 active; P. falciparum stage V gametocytes, ATP luminescence, 24 h; inhibition, % at 10.9 µM;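 active = inhibition above the mean plus 3 SD of compounds within the control limits, set per campaign, cut at about 38% in these data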;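 also: 0% = DMSO wells and 100% = medium only without gametocytes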
Rac1 act GTP bind: modulators of GTP binding to human Rac1 activated mutant. GST-Rac1 activated beads, fluorescent GTP binding, flow cytometry; actives lie on both sides; 100% means binding = to untreated wells. AID 764. 0.11% of 190,000 active. percent activity (GTP binding), % at 10 µM;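 active = GTP binding at least 20 percentage points away from the 100% baseline, in either direction, so actives lie on both sides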
Mcl1-Noxa inh: disrupts binding of human Mcl-1 to Noxa peptide | inhibition, % at 21.7 µM | TR-FRET Mcl-1/Noxa peptide binding, 2 h | Q07820 | 1.5% of 220,000 active | AID 1022;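 active = compounds that cut the protein-peptide binding signal by more than 50% relative to plate controls in a single-dose test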;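 also: His-tagged Mcl-1 with rhodamine Noxa BH3 peptide and terbium anti-His antibody; 0% = Mcl-1 plus Noxa peptide wells and 100% = peptide-only wells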
Target sequence (Q07820 whole entry, looked up): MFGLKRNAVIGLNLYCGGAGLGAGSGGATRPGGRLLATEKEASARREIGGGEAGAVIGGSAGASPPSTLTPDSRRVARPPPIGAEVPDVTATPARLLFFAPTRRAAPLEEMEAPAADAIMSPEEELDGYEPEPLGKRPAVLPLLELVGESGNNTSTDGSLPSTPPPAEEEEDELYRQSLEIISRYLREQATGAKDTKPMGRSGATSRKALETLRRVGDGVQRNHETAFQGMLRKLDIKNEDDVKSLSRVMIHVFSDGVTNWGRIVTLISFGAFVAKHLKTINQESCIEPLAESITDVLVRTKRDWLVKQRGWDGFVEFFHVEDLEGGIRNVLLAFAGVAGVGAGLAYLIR
Rac1 wt modul: human Rac1 wildtype GTP binding, inhibitors and activators; P63000; GST-Rac1 beads, fluorescent GTP binding, flow cytometry; actives lie on both sides; 0 = cold GTP competed, 100 = untreated; GTP binding activity (% of control), % at 10 µM; 0.27% of 190,000 active; AID 757;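 active = GTP binding activity at least 20 points away from the 100% control level, either lower or higher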
Mcl1 Bid PPI: disrupts binding of human Mcl-1 to Bid peptide. TR-FRET Mcl-1/Bid-Dy647 peptide binding, 1536-well. inhibition, % at 21.7 µM. 0.97% of 220,000 active;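 active = compounds that cut the binding signal by more than half at the single screening dose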;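 also: His-tagged Mcl-1 with europium anti-His antibody binding Bid BH3 peptide; 0% = Mcl-1 plus peptide wells and 100% = peptide-only wells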
Rab7 wt GTP bind: modulators of GTP binding to dog Rab7 wildtype GTPase | GST-Rab7 beads, fluorescent GTP binding, flow cytometry; actives lie on both sides; untreated = 100%, excess cold GTP = 0% | GTP binding activity (percent of control), % at 10 µM | 0.055% of 190,000 active | AID 758;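 active = fluorescent GTP binding to Rab7 beads changed by at least 20 points from the 100% baseline, either direction, mostly lower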;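 also: median green fluorescence of bound Bodipy-FL-GTP per Rab7 bead population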
Cdc42 wt: changes GTP binding to wildtype human Cdc42. P60953. GST-Cdc42 beads, Bodipy-GTP binding, flow cytometry; actives lie on both sides. percent activity (GTP binding), % at 10 µM. 0.2% of 190,000 active;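 active = percent activity GTP binding at least 20 points away from the 100% baseline, either down as inhibitor or up as activator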;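 also: median bead fluorescence of bound Bodipy-FL-GTP at 100 nM; 0% = excess unlabeled GTP control and 100% = no compound control; below 100% means less GTP binding so inhibitor and above means activator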
Target sequence (P60953 whole entry, looked up): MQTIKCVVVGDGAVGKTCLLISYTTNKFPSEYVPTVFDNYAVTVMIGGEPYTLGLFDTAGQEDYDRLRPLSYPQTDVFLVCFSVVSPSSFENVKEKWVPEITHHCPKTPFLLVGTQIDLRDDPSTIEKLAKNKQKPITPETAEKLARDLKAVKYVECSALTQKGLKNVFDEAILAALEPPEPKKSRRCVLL
Avidin fluor: compound fluoresces at 488/530 nm on avidin beads. compound fluorescence 488/530 nm, flow cytometry; hits give high values. fluorescence (KMESF) at 10 µM. 0.38% of 220,000 active. AID 1775; in the data active = fluorescence above about 47; also: inactives centre near 10
Rab2A wt mod: changes GTP binding to wildtype dog Rab2A, up or down; P61105; GST-Rab2 wt beads, Bodipy-GTP binding, flow cytometry; GTP binding activity, % at 10 µM; 0.19% of 190,000 active; AID 760;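 active = GTP binding activity at least 20 points away from 100%, either lowered or raised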;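 also: 0% = beads with excess unlabeled GTP and 100% = no-compound control corrected for plate trend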
Bim-Mcl-1: inhibitors of Bim-Mcl-1 interaction, human. Q07820. Bead-based flow cytometry, Bim peptide-Mcl-1 binding. inhibition, % at 10 µM. 0.1% of 190,000 active. AID 1009; in the data active = inhibition above about 40%;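 also: 0% = no compound tracer wells and 100% = peptide blocker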
HRas wt GTP bind: changes GTP binding to wildtype human HRas | GTP binding activity, % at 10 µM | 0.14% of 190,000 active | GST-Ras wt beads, Bodipy-FL-GTP binding, flow cytometry; actives lie on both sides | AID 759;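 active = GTP binding activity at least 20% away from the 100% baseline, either lowered as inhibitor or raised as activator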;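 also: 0% = unlabeled GTP competition control and 100% = no-compound control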
Target sequence (P01112 whole entry, looked up): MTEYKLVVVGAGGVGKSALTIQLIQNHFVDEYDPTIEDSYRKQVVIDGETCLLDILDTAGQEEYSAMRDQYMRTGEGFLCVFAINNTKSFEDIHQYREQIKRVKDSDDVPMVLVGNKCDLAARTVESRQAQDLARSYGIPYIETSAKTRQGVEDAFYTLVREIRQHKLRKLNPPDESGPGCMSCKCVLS
* marks the source's active call; other numbers are inactive results; · = not tested or not shown.

SMILES	Pf gamet viab	Rac1 act GTP bind	Mcl1-Noxa inh	Rac1 wt modul	Mcl1 Bid PPI	Rab7 wt GTP bind	Cdc42 wt	Avidin fluor	Rab2A wt mod	Bim-Mcl-1	HRas wt GTP bind
COc1ccc(COCC(CC(C)C)N2CCN(C(=O)c3cccc(C(F)(F)F)c3)CCC2=O)cc1 (centres undefined)	·	96	4	107	6	97	99	6	100	0	100
COc1ccc(-c2nnc(SCC(=O)Nc3ccccc3)n2C)cc1	·	98	-9	99	-25	97	98	6	95	4	98
Cc1ccc(CNC(=O)C2CCC(=O)N2C2CCCCC2)cc1 (centres undefined)	·	97	10	98	-8	96	98	10	96	0	98
Cn1c(C(=O)N2CCN(Cc3ccc4c(c3)OCO4)CC2)cc2sccc21	-14	99	10	108	12	95	101	34	96	-5	98
CN(C)c1ccc(C(=O)OCC(=O)NC2CCCCC2)cc1	·	103	7	106	-37	103	107	12	107	0	106
COc1ccc(-c2cc(=O)c3cc(OC)ccc3o2)cc1	·	97	14	96	7	103	96	11	97	3	95
COc1ccc(N2C(=S)N=C(Nc3cccc(C)c3)C23CCCCC3)cc1	6	97	14	102	7	96	102	2	96	-3	99
O=S(=O)(c1ccc(-n2cnnn2)cc1)N(C1CCCCC1)C1CCCCC1	26	98	-4	95	-13	93	97	16	95	3	97
CS(=O)(=O)c1ccc2nc(NC(=O)Nc3ccc(Cl)c(Cl)c3)sc2c1	3	102	-44	104	14	101	106	6	103	·	103
CN(C)c1cncc(C(=O)O)c1	-4	99	7	107	-50	104	103	14	103	0	101
COc1cccc(CNC(=O)C(c2ccc(Cl)cc2)C(C)C)c1 (centres undefined)	-5	102	8	103	-3	97	98	14	98	0	98
Fc1cccc(F)c1/C=N/N1CCOCC1	·	94	1	93	-31	100	93	15	96	0	96
CCOCc1cn(CC(=O)c2ccc([N+](=O)[O-])cc2)c(C)nc1=N	·	100	-8	111	0	103	105	11	104	-2	103
COc1ccccc1-c1cc(C(=O)N2CCc3ccccc3C2)c2ccccc2n1	·	97	5	99	-20	97	98	6	96	-3	99
O=C1N=C(N2CCCC2)CN1c1ccccc1	-6	98	19	103	-3	101	98	7	101	0	99

Overlap with the part before: 2 entries, followed by the next part.
SMILES	Pf gamet viab	Rac1 act GTP bind	Mcl1-Noxa inh	Rac1 wt modul	Mcl1 Bid PPI	Rab7 wt GTP bind	Cdc42 wt	Avidin fluor	Rab2A wt mod	Bim-Mcl-1	HRas wt GTP bind
COc1ccccc1-c1cc(C(=O)N2CCc3ccccc3C2)c2ccccc2n1	·	97	5	99	-20	97	98	6	96	-3	99
O=C1N=C(N2CCCC2)CN1c1ccccc1	-6	98	19	103	-3	101	98	7	101	0	99
On1onc2c3cc(-c4ccccc4)nc3ccc21	·	97	44	97	-2	97	98	5	98	-2	98
COc1cc(N=c2ssnc2Cl)cc(OC)c1	·	89	·	89	-6	92	94	9	89	-14	92
CCN1C2OC3OC4C(OC3OC2N(CC)S1(=O)=O)N(CC)S(=O)(=O)N4CC (centres undefined)	·	96	5	101	-7	101	97	10	98	-1	99
CC(C)c1ccc(NC(=O)C2CC(=O)N(C(C)C)C2)cc1 (centres undefined)	·	98	-6	98	-12	94	101	14	99	0	99
CN(CC(=O)Nc1ccc(N2CCOCC2)cc1)CC(=O)Nc1ccc(Cl)cc1[N+](=O)[O-]	-8	97	16	99	-48	96	98	8	97	-5	97
COCCCNC(=O)CSc1nc2cc3c(cc2c(=O)n1CCCC(=O)NCc1ccc(OC)cc1)OCO3	-15	98	-3	98	-2	97	96	11	95	0	96
O=C(Cn1cc2c(n1)CCCC2)NCc1cccs1	·	100	7	106	-21	101	104	8	101	0	103
Nc1c(C(=O)NCCc2ccccc2)nnn1Cc1ccc(Br)cc1F	-22	99	0	102	-5	100	101	23	103	-4	102
NC(=O)c1ccsc1NC(=O)CSc1nnc(C2CC2)n1Cc1ccccc1	·	103	23	104	6	103	102	36	103	-4	101
CCCOc1ccc(C(=O)N/N=C/c2ccc(-c3ccc(S(=O)(=O)Nc4ncccn4)cc3)o2)cc1	·	99	46	100	-27	98	99	14	98	2	101
CC1CC(=O)N(c2ccc(NCc3ccc(Cl)cc3)c([N+](=O)[O-])c2)C1=O (centres undefined)	-29	99	5	104	-12	97	101	14	98	-6	100
COc1cc(CNc2ccc(N3CCOCC3)c(C(=O)O)c2)ccc1OCC(N)=O	-4	100	8	103	-46	101	102	6	100	1	100
CN(Cc1ccccc1)c1ccc(C(=O)O)cc1[N+](=O)[O-]	·	99	9	104	5	102	102	3	100	17	98
CCOC(=O)C1CCN(C(=O)CSc2n[nH]c(=O)[nH]c2=O)CC1	·	99	-3	107	-26	102	101	7	100	2	104
COc1ccc(NC(=O)CCNS(=O)(=O)c2cccc3nsnc23)cc1	-12	97	4	98	-9	95	93	24	95	-1	94
COc1ccccc1CNC(=O)c1nnc(Cc2ccc(Cl)cc2)o1	·	100	0	110	-3	94	108	8	98	-4	100
COC(=O)Cc1ccc(OCc2ccc(Cl)nc2)cc1	8	95	3	100	19	94	97	7	95	-4	96
O=C(NC1(C(F)(F)F)NC(=O)N(c2ccc(F)c(Cl)c2)C1=O)c1ccncc1 (centres undefined)	·	102	7	106	-17	95	103	11	101	-4	100
Cc1ccc(NS(=O)(=O)c2cccc(C(=O)O)c2)cc1S(=O)(=O)N1CCOCC1	0	98	8	101	-12	99	101	13	100	23	100
COC(=O)c1c(NC(=O)CSc2ccccc2N)sc(C)c1C	-13	95	15	100	-20	99	98	9	97	0	97
O=C(Cc1ccc(-c2ccccc2)cc1)NCc1ccccc1	·	100	-2	103	-30	98	103	3	102	0	101
COc1ccc(S(=O)(=O)NCCC(=O)NC(C)c2ccccc2)cc1 (centres undefined)	·	100	-1	104	-14	104	104	10	101	-3	103
O=C(NC1CCc2ccccc21)C1CCN(S(=O)(=O)c2ccc(-n3cnnn3)cc2)CC1 (centres undefined)	-3	98	-2	101	-32	101	100	25	99	1	99
O=C(Cc1ccccc1)NC(NCCCN1CCOCC1)(C(F)(F)F)C(F)(F)F	·	101	-15	107	2	102	105	6	104	-2	104
CCC(=O)N1C(Cc2ccccc2)COC1(C)C (centres undefined)	·	98	14	102	-8	102	102	1	100	-1	101
O=C(NC(c1ccccc1)c1ccccc1)c1cccc(S(=O)(=O)NCc2ccccc2)c1	4	101	8	108	-11	98	100	3	99	-28	99
CCCC(=O)Nc1ccc(OCC(=O)OC)cc1	-17	94	10	97	-12	96	97	9	97	-1	97
O=c1c2cnn(-c3ccc(F)cc3)c2ncn1Cc1cccnc1	·	96	4	97	-21	94	97	8	94	1	96
CC1CCN(S(=O)(=O)c2ccc(C(=O)OCc3ccc4c(c3)OCO4)cc2)CC1	·	100	-2	102	-4	101	104	7	104	-2	104
CCC(=O)Nc1cccc(NC(=O)c2ccc(Br)cc2)c1	-8	101	-10	102	-6	98	100	16	101	-6	99
CCOc1ccc(NC2=C(OC)C(=O)c3ccccc3C2=O)cc1	-14	97	25	103	-71	100	95	0	96	-1	97
Cn1cccc1C(=O)OCC(=O)NC1CCS(=O)(=O)C1 (centres undefined)	·	94	-3	97	-21	101	92	11	98	-1	95
Cc1nc2ccccc2n1C1CCN(CC(=O)Nc2ccccc2Br)CC1	-7	98	-4	104	-19	103	98	6	100	-8	99
COc1ccc(C(=O)Nc2ncc3c(n2)-c2ccccc2CC3)cc1	-2	97	-20	99	-5	94	96	17	96	-2	96
Cc1ccc(/C=N/n2c(C)cc(C)c(C#N)c2=O)cc1	-9	95	-1	103	-13	96	100	5	98	-1	98
CC(C)NC(=O)c1ccc(CS(=O)(=O)c2ccc(Br)cc2)o1	·	98	18	103	-10	97	103	6	100	5	100
O=C1CC(c2cccc(Cl)c2)c2cc3c(cc2N1)CCC3 (centres undefined)	·	97	13	101	3	103	105	11	103	-1	103
COc1ccc(CSCC(=O)Nc2ccc(S(=O)(=O)N3CCCCCC3)cc2)cc1	-21	101	5	101	12	98	103	12	98	-8	98
O=C(NCCC1=CCCCC1)C1CCCN(S(=O)(=O)c2ccc(F)cc2)C1 (centres undefined)	·	92	14	95	-7	96	98	4	96	-6	95
O=C(NCc1ccc(F)cc1)C(=O)Nc1nc(C23CC4CC(CC(C4)C2)C3)cs1	10	97	-42	98	-55	97	98	3	97	-3	100
C(=N\N(Cc1ccccc1)c1ccccc1)/c1cccnc1	-6	99	26	101	-13	100	100	9	98	-3	99
Cc1ccc(C(c2nnnn2CCc2ccccc2)N2CCSCC2)cc1 (centres undefined)	·	99	-6	103	-7	98	102	10	100	-3	101
C=CCn1c(COC)nnc1SCC(=O)c1ccc(F)cc1	·	97	16	109	-56	103	106	14	103	0	102
O=c1ccnc(Sc2ncccc2[N+](=O)[O-])[nH]1	14	99	12	106	-11	98	102	5	99	-1	101
CCOC(=O)Cc1cnc(NC(=O)CSc2nc3ncnc(N)c3[nH]2)s1	·	96	23	99	-3	94	98	17	97	0	99
Cc1nn(-c2nnc(NC3CCCCC3)nn2)c(C)c1Br	·	97	0	102	-52	95	98	4	95	0	95
Cc1ccc(Oc2ncccc2/C=N/OCc2ccc(Cl)cc2Cl)cc1	8	92	11	91	-20	93	90	34	92	-6	93
COc1ccc(C(=O)Nc2cnn(Cc3ccc(Cl)cc3)c2)cc1OC	·	97	8	99	-29	98	97	3	98	-5	96
CCNC(=S)Nc1nc2c(cc1C(=O)OCC)CCCC2	-17	97	14	100	-98	95	99	5	100	-20	97
O=C(CCc1ccccc1)NNC(=O)C1CCCCC1	·	104	2	107	-20	98	105	12	102	0	102
CC(C)Oc1ccc(-c2cc(=O)[nH]c(=O)[nH]2)cc1	·	99	13	101	3	98	103	12	101	1	101
COC(=O)c1cc(-c2ccccc2)sc1N	·	96	1	95	-38	93	94	5	96	0	95
CC(=Nc1ccccc1)C1=C(O)CC(C)(C)CC1=O	·	98	8	99	-77	100	101	4	100	0	101
CCOC(=O)Cc1csc(SCC(=O)Nc2cccc(C#N)c2)n1	2	102	2	106	-2	105	109	32	105	-6	106
COc1ccccc1OCC(=O)NCc1cccs1	·	99	-2	104	-11	98	101	26	99	-5	99
CC(=O)n1nc2nc(C)cc(C)c2c1N	·	104	0	104	-36	99	103	12	102	-2	101
CC(C)C(NC(=O)C1CCCCC1)C(=O)NC1=NCCS1 (centres undefined)	-17	99	-2	101	-22	97	99	12	97	2	100
COc1ccc(C2CC(c3ccccc3)=NN2C(=O)CSc2ncn[nH]2)cc1 (centres undefined)	-1	93	12	92	-41	105	96	8	97	-2	97

Screening data deposited in PubChem BioAssay by several laboratories.
